# RGS8-Gao – human RGS8-Galphao interaction regulation; AID 1423; multiplexed bead flow cytometry, RGS8-Galphao binding; actives lie on both sides; P09471; 220,000 compounds, 0.34% hits; response (percent of control binding), % at 10 µM; in the data active means response below about 60% or above about 140%; inactive means in between;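 further: Galphao activated as the GDP aluminium fluoride complex binding bead-coupled RGS8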
# Target sequence (P09471 whole entry, looked up): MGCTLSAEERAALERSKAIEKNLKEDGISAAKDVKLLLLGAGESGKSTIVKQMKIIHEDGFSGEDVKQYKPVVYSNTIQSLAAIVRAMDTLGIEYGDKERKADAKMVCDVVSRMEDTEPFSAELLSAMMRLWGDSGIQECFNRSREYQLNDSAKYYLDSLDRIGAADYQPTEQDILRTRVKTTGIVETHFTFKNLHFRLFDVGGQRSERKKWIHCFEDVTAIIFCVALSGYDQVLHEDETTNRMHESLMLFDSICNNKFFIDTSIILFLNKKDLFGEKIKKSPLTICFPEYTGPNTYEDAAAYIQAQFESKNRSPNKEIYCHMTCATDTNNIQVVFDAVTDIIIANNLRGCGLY
# Rab2 wt GTP – changes GTP binding to wildtype dog Rab2A, up or down; 190,000 compounds, 0.19% hits; GST-Rab2 wt beads, Bodipy-GTP binding, flow cytometry; GTP binding activity, % at 10 µM; P61105;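 active means GTP binding activity at least 20 points away from 100%, either lowered or raised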;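 further: 0% = beads with excess unlabeled GTP and 100% = no-compound control corrected for plate trend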
# Mcl1 Bid PPI – Mcl-1/Bid interaction inhibition | Q07820 | inhibition, % at 21.7 µM | TR-FRET Mcl-1/Bid-Dy647 peptide binding, 1536-well | 220,000 compounds, 0.97% hits;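 active means compounds that cut the binding signal by more than half at the single screening dose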;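 further: His-tagged Mcl-1 with europium anti-His antibody binding Bid BH3 peptide; 0% = Mcl-1 plus peptide wells and 100% = peptide-only wells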
# Mcl-1 Bim block – inhibitors of Bim-Mcl-1 interaction, human. AID 1009. Bead-based flow cytometry, Bim peptide-Mcl-1 binding. inhibition, % at 10 µM. 190,000 compounds, 0.1% hits; in the data active means inhibition above about 40%;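 further: 0% = no compound tracer wells and 100% = peptide blocker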
# Cdc42 wt – changes GTP binding to wildtype human Cdc42; AID 761; P60953; 190,000 compounds, 0.2% hits; GST-Cdc42 beads, Bodipy-GTP binding, flow cytometry; actives lie on both sides; percent activity (GTP binding), % at 10 µM;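 active means percent activity GTP binding at least 20 points away from the 100% baseline, either down as inhibitor or up as activator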;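 further: median bead fluorescence of bound Bodipy-FL-GTP at 100 nM; 0% = excess unlabeled GTP control and 100% = no compound control; below 100% means less GTP binding so inhibitor and above means activator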
# Target sequence (P60953 whole entry, looked up): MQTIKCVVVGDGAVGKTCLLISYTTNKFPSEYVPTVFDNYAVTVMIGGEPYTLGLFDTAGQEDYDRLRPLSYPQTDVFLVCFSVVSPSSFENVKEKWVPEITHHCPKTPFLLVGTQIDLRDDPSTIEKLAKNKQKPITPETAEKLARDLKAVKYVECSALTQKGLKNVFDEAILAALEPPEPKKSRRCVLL
# Mcl1-Noxa inh – Mcl-1/Noxa interaction inhibition | 220,000 compounds, 1.5% hits | inhibition, % at 21.7 µM | TR-FRET Mcl-1/Noxa peptide binding, 2 h;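 active means compounds that cut the protein-peptide binding signal by more than 50% relative to plate controls in a single-dose test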;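 further: His-tagged Mcl-1 with rhodamine Noxa BH3 peptide and terbium anti-His antibody; 0% = Mcl-1 plus Noxa peptide wells and 100% = peptide-only wells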
# HRas wt GTP – human HRas wildtype GTP binding, change in either direction. AID 759. P01112. GST-Ras wt beads, Bodipy-FL-GTP binding, flow cytometry; actives lie on both sides. 190,000 compounds, 0.14% hits. GTP binding activity, % at 10 µM;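 active means GTP binding activity at least 20% away from the 100% baseline, either lowered as inhibitor or raised as activator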;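 further: 0% = unlabeled GTP competition control and 100% = no-compound control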
# Rab7 wt GTP bind – modulators of GTP binding to dog Rab7 wildtype GTPase; GTP binding activity (percent of control), % at 10 µM; 190,000 compounds, 0.055% hits; GST-Rab7 beads, fluorescent GTP binding, flow cytometry; actives lie on both sides; untreated = 100%, excess cold GTP = 0%;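 active means fluorescent GTP binding to Rab7 beads changed by at least 20 points from the 100% baseline, either direction, mostly lower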;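 further: median green fluorescence of bound Bodipy-FL-GTP per Rab7 bead population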
# Rac1 wt modul – modulators of human Rac1 wildtype GTP binding; 190,000 compounds, 0.27% hits; AID 757; GTP binding activity (% of control), % at 10 µM; GST-Rac1 beads, fluorescent GTP binding, flow cytometry; actives lie on both sides; 0 = cold GTP competed, 100 = untreated;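 active means GTP binding activity at least 20 points away from the 100% control level, either lower or higher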
# Rac1 mut GTP – modulators of GTP binding to human Rac1 activated mutant | GST-Rac1 activated beads, fluorescent GTP binding, flow cytometry; actives lie on both sides; 100% means binding = to untreated wells | percent activity (GTP binding), % at 10 µM | 190,000 compounds, 0.11% hits;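 active means GTP binding at least 20 percentage points away from the 100% baseline, in either direction, so actives lie on both sides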
# Pf gametocyte – inhibitors of late stage P. falciparum gametocyte viability; P. falciparum stage V gametocytes, ATP luminescence, 24 h; inhibition, % at 10.9 µM; 150,000 compounds, 0.065% hits;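 active means inhibition above the mean plus 3 SD of compounds within the control limits, set per campaign, cut at about 38% in these data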;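 further: 0% = DMSO wells and 100% = medium only without gametocytes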
# Numbers without * were called inactive; · = no result given. Rows were taken by chance (roughly 2.9% active in at least one column).
structure | Rac1 mut GTP | Rab2 wt GTP | Mcl-1 Bim block | Rac1 wt modul | Rab7 wt GTP bind | Pf gametocyte | Cdc42 wt | HRas wt GTP | RGS8-Gao | Mcl1-Noxa inh | Mcl1 Bid PPI
O=C(COC(=O)Cc1cccs1)Nc1ccc(F)c(F)c1F | 97.0 | 98.0 | -4.0 | 100.0 | 97.0 | · | 101.0 | 100.0 | 99.3 | -15.7 | -35.3
O=C(NCCc1nc2ccccc2[nH]1)/C(=C/c1ccc2c(c1)OCO2)NC(=O)c1ccccc1 | 99.0 | 96.0 | -7.0 | 99.0 | 96.0 | 2.2 | 96.0 | 97.0 | 100.4 | -5.4 | -14.7
Clc1ccc(N=c2ssnc2Cl)cc1 | 96.0 | 103.0 | -10.0 | 103.0 | 98.0 | · | 101.0 | 101.0 | 95.5 | -31.2 | 8.1
COc1cccc(C(=O)c2c[nH]c(C(=O)NCCCN(C)C)c2)c1 | 94.0 | 95.0 | -1.0 | 99.0 | 100.0 | · | 95.0 | 97.0 | 101.1 | 19.8 | -9.8
COc1cc(NS(=O)(=O)c2ccc(NC(=O)/C=C/c3ccc([N+](=O)[O-])cc3)cc2)ncn1 | 90.0 | 93.0 | 0.0 | 95.0 | 103.0 | -4.9 | 94.0 | 92.0 | 100.8 | 9.3 | -7.2
CCOC(=O)C1(Cc2ccc(Cl)cc2)CCN(Cc2nccn2CC)CC1 | 93.0 | 99.0 | -3.0 | 96.0 | 106.0 | -7.9 | 97.0 | 97.0 | 98.3 | 9.9 | -16.0
COCCNC(=O)C(=O)NCC1OCCN1C(=O)c1ccc(Cl)cc1 (stereo not given) | 101.0 | 101.0 | -1.0 | 112.0 | 99.0 | · | 105.0 | 103.0 | · | 10.0 | 1.8
Cc1ccc(/C=C2/NC(=O)N(Cc3ccccc3)C2=O)s1 | 100.0 | 105.0 | -2.0 | 101.0 | 106.0 | · | 105.0 | 107.0 | 97.4 | 10.2 | -50.0
COc1ccccc1OCC(=O)/C=C1/N(C)c2ccccc2C1(C)C | 94.0 | 96.0 | -2.0 | 101.0 | 102.0 | 4.0 | 97.0 | 98.0 | 100.8 | -0.7 | -11.8
CC(=O)OCc1c(C(F)(F)F)nn(C)c1SCc1ccc(Cl)cc1 | 98.0 | 97.0 | -2.0 | 98.0 | 96.0 | · | 97.0 | 99.0 | 107.8 | -5.9 | 10.0
O=C(COC(=O)c1ccccc1NC(=O)c1ccco1)NCCC1=CCCCC1 | 100.0 | 102.0 | 0.0 | 111.0 | 102.0 | · | 106.0 | 105.0 | 102.4 | 11.6 | -29.9
CCS(=O)(=O)n1nc(-c2ccccc2)nc1N | 98.0 | 97.0 | -7.0 | 104.0 | 99.0 | 11.8 | 102.0 | 99.0 | 101.8 | -2.3 | -5.9
COc1cc2cc(/C=C/C(=O)c3ccco3)c(Cl)nc2cc1OC | 99.0 | 97.0 | 5.0 | 104.0 | 100.0 | -3.8 | 98.0 | 98.0 | 100.7 | 6.0 | -5.4
Cc1ccc(CCNC(=O)CCS(=O)(=O)c2ccc(Br)cc2)cc1 | 96.0 | 97.0 | -8.0 | 99.0 | 103.0 | · | 99.0 | 98.0 | 131.3 | 5.4 | -21.3
Cc1ccc(NC(=O)CSc2nnc(CSc3nc(C)cc(C)n3)n2Cc2ccco2)c(C)c1 | 100.0 | 101.0 | 2.0 | 108.0 | 103.0 | · | 103.0 | 103.0 | 96.6 | 0.4 | -28.9
COC(=O)c1sccc1NC(=O)C1C2C=CC(C2)C1C(=O)O (stereo not given) | 95.0 | 98.0 | 0.0 | 102.0 | 95.0 | · | 103.0 | 98.0 | 101.0 | 13.5 | -10.1
CC1CCCCC1NC(=O)C(Cc1ccccc1)NS(=O)(=O)c1cccs1 (stereo not given) | 99.0 | 101.0 | -3.0 | 106.0 | 99.0 | · | 105.0 | 100.0 | 86.0 | -6.4 | -4.1
COc1ccc(NC(=O)c2cc(Cl)ccc2NC(=O)c2ccco2)c(OC)c1 | 97.0 | 97.0 | -3.0 | 97.0 | 97.0 | · | 97.0 | 98.0 | 75.1 | 5.7 | 21.1
CCOC(=O)C1=C(c2ccccc2)NC(SCC(=O)Nc2ccc(C)cc2)=C(C#N)C1c1ccco1 (stereo not given) | 89.0 | 88.0 | -3.0 | 90.0 | 87.0 | · | 91.0 | 91.0 | 99.8 | 3.4 | -12.2
O=C(CCCc1ccccc1)Nc1ccccn1 | 96.0 | 96.0 | 0.0 | 98.0 | 98.0 | -13.8 | 98.0 | 96.0 | 100.8 | -3.6 | -5.3
